From PubChem
TcdB inh – inhibitors of Clostridioides difficile toxin B glycohydrolase; P18177; TcdB glycohydrolase enzymatic assay, plate reader; inhibition, % at 9.99 µM; actives 0.24% (n = 350,000); AID 652162; in the data active = inhibition above about 10%
Target sequence (P18177 whole entry, looked up): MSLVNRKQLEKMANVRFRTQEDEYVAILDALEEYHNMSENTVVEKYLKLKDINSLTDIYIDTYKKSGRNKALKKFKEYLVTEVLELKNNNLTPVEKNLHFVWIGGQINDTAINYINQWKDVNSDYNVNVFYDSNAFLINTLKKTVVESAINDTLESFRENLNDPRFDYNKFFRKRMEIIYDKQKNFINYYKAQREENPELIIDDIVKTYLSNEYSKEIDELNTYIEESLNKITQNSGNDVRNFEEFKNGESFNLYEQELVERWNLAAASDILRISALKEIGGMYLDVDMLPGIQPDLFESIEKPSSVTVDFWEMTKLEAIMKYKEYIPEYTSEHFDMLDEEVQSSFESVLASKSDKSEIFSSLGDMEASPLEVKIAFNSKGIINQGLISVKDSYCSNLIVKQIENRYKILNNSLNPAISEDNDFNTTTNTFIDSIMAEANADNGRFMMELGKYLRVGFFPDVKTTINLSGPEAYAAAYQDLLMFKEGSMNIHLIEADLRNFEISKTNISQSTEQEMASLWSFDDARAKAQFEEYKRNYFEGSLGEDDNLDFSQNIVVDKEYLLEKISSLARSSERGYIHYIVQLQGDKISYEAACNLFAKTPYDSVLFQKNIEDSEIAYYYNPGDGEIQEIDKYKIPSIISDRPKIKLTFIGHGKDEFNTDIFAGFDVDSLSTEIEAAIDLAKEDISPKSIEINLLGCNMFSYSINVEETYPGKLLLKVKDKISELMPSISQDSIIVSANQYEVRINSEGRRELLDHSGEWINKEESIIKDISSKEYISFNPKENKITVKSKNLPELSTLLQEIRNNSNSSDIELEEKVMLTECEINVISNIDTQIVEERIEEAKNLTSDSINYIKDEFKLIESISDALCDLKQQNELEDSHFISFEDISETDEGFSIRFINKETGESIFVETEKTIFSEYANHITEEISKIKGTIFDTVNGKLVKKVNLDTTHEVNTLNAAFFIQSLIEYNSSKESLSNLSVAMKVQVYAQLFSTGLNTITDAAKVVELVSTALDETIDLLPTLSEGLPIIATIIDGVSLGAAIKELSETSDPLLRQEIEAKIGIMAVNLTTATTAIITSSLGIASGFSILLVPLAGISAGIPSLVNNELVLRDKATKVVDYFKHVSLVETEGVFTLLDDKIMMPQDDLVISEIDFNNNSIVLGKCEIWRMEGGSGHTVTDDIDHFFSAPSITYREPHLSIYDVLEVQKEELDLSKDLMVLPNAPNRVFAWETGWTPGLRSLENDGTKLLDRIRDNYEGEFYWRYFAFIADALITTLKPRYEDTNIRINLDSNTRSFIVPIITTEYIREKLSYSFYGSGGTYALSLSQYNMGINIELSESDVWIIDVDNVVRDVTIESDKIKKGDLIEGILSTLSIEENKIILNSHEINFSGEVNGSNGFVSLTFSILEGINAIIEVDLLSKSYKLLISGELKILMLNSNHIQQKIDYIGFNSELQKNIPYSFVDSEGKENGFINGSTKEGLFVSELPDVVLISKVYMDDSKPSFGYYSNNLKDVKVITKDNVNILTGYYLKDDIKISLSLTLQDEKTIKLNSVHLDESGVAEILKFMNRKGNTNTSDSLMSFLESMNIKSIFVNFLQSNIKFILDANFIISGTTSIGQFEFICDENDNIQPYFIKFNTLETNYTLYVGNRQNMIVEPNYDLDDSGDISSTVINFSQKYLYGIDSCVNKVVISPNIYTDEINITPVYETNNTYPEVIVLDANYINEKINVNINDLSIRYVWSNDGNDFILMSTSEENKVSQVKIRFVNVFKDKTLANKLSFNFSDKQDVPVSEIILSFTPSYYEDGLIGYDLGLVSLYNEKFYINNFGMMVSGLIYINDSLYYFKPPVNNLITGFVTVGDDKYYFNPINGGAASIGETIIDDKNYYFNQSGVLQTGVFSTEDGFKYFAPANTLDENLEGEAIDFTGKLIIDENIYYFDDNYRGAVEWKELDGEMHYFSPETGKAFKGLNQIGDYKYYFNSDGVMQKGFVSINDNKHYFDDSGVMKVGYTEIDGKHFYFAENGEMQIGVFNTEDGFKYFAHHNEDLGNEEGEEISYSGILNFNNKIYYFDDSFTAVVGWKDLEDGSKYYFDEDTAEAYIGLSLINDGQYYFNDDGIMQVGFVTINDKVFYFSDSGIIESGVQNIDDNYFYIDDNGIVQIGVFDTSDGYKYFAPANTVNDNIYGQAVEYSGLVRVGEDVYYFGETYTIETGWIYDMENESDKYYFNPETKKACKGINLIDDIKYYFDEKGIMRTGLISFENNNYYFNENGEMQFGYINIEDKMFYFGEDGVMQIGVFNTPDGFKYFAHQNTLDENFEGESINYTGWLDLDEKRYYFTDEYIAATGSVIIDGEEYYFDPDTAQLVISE
Active calls of the source: *; & = joins results of further samples. An excerpt; rates above refer to the full screens.

SMILES | TcdB inh
O=C(O)C[C@H]1CC[C@@H](NC(=O)c2ccccc2F)[C@@H](CO)O1 | -20
O=S(=O)(c1ccccc1F)N1CCCCN2[C@H](CO)[C@H](c3ccc(-c4ccccc4)cc3)[C@@H]2C1 | -0.1
Cc1noc(C)c1NC(=O)Nc1ccc2c(c1)CC(=O)N([C@@H](C)CO)C[C@H](C)[C@H](CN(C)C)O2 | -0.1
CCC(=O)N1CC2(C1)[C@@H](c1ccccc1)[C@H](CO)N2C(=O)NC(C)C | -6.1
O=S(=O)(Cc1ccccc1)N1CCCCN2[C@H](CO)[C@@H](c3ccc(C#Cc4ccccc4)cc3)[C@@H]2C1 | -0.5
O=C(C[C@@H]1CC[C@@H]2[C@H](COC[C@H](O)CN2CC2CCOCC2)O1)N1CCOCC1 | 0.1
O=C(Cc1ccccn1)NCC[C@H]1CC[C@@H](NC(=O)c2ccccc2F)[C@H](CO)O1 | -0.1
CO[C@H](CN(C)S(=O)(=O)c1ccc(Cl)cc1)[C@H](C)CN([C@@H](C)CO)S(=O)(=O)c1cccc(Cl)c1 | 1.6
O=C(c1ccc2c(c1)OCO2)N1CC[C@@H]2[C@H]1c1cc(-c3ccccc3)ccc1N[C@@H]2CO | 0.1
Cc1ccc(S(=O)(=O)Nc2cccc3c2O[C@H](CN(C)Cc2ccncc2)[C@@H](C)CN([C@H](C)CO)C3=O)cc1 | -5.2
CCc1cnc(N2[C@H](C#N)[C@@H](c3ccc(C#Cc4ccccc4F)cc3)[C@@H]2CO)s1 | -0.8
C[C@H]1CCCCO[C@@H](CN(C)Cc2ccc(C(F)(F)F)cc2)[C@@H](C)CN([C@@H](C)CO)C(=O)c2cc(NS(=O)(=O)c3ccc(F)cc3)ccc2O1 | 0.0
C[C@H](CO)N1C[C@H](C)[C@H](CN(C)Cc2ccc(C(=O)Nc3ccccc3N)cc2)Oc2ccc(NS(=O)(=O)c3ccc(F)cc3)cc2CC1=O | 0.4
COc1cccc(NC(=O)Nc2ccc3c(c2)C(=O)N(C)C[C@@H](OC)[C@@H](C)CN[C@H](C)CO3)c1 | 0.5
C[C@H](CO)N1C[C@H](C)[C@H](CN(C)C(=O)Nc2ccc(C(F)(F)F)cc2)OCCCC[C@H](C)Oc2ccc(NS(=O)(=O)c3cn(C)cn3)cc2C1=O | 0.3
Cc1noc(C)c1NC(=O)N(C)C[C@H]1Oc2ncc(C#CC3CC3)cc2C(=O)N([C@@H](C)CO)C[C@H]1C | 0.5
O=C(c1ccccc1)N1C[C@H]2[C@@H](c3ccccc31)[C@@H](CO)N2Cc1cc(F)ccc1F | -1.1
COc1ccc(CN(C)C[C@@H]2Oc3c(NS(=O)(=O)c4ccc(C)cc4)cccc3C(=O)N([C@@H](C)CO)C[C@H]2C)cc1 | -0.2
O=C(C[C@@H]1C[C@@H]2c3cc(NC(=O)CC4CC4)ccc3O[C@@H]2[C@@H](CO)O1)NCC1CC1 | 1.0
CCN1[C@@H]2c3ccc(-c4ccccc4F)c(=O)n3C[C@@H]2[C@@H](CO)[C@@H]1C(=O)NC1CCC1 | -0.4
CCCC#Cc1cnc2c(c1)C(=O)N([C@H](C)CO)C[C@@H](C)[C@H](CN(C)C(=O)Nc1cc(F)ccc1F)O2 | -0.8
CN(C)C(=O)c1ccc(-c2ccc([C@@H]3[C@@H](CO)N(C(=O)Cc4ccccn4)[C@H]3C#N)cc2)cc1 | 0.0
COc1ccccc1NC(=O)N1CCCCN2[C@H](C1)[C@H](c1ccc(C#Cc3ccccc3)cc1)[C@@H]2CO | -0.4
C[C@@H]1CN([C@@H](C)CO)C(=O)Cc2cc(NC(=O)CCCCCC(=O)Nc3ccccc3N)ccc2O[C@H]1CN(C)Cc1ccc(-c2ccccc2)cc1 | -0.6
CC(=O)NC[C@@H]1[C@@H](c2ccc(-c3ccccc3F)cc2)[C@H](CO)N1C(C)=O | 1.7

By substructure, the compounds so far with a cyano group
SMILES | TcdB inh
CCc1cnc(N2[C@H](C#N)[C@@H](c3ccc(C#Cc4ccccc4F)cc3)[C@@H]2CO)s1 | -0.8
CN(C)C(=O)c1ccc(-c2ccc([C@@H]3[C@@H](CO)N(C(=O)Cc4ccccn4)[C@H]3C#N)cc2)cc1 | 0.0

Gathered by group, those above containing an aryl methoxy group (three)
SMILES | TcdB inh
COc1cccc(NC(=O)Nc2ccc3c(c2)C(=O)N(C)C[C@@H](OC)[C@@H](C)CN[C@H](C)CO3)c1 | 0.5
COc1ccc(CN(C)C[C@@H]2Oc3c(NS(=O)(=O)c4ccc(C)cc4)cccc3C(=O)N([C@@H](C)CO)C[C@H]2C)cc1 | -0.2
COc1ccccc1NC(=O)N1CCCCN2[C@H](C1)[C@H](c1ccc(C#Cc3ccccc3)cc1)[C@@H]2CO | -0.4

Among those listed so far, these contain a CF3 group.
SMILES | TcdB inh
C[C@H]1CCCCO[C@@H](CN(C)Cc2ccc(C(F)(F)F)cc2)[C@@H](C)CN([C@@H](C)CO)C(=O)c2cc(NS(=O)(=O)c3ccc(F)cc3)ccc2O1 | 0.0
C[C@H](CO)N1C[C@H](C)[C@H](CN(C)C(=O)Nc2ccc(C(F)(F)F)cc2)OCCCC[C@H](C)Oc2ccc(NS(=O)(=O)c3cn(C)cn3)cc2C1=O | 0.3

Additional results.
SMILES | TcdB inh
C[C@@H]1CN([C@@H](C)CO)C(=O)c2cccc(NC(=O)Nc3ccc4c(c3)OCO4)c2O[C@@H]1CN(C)Cc1ccncc1 | 0.8
C[C@H]1CN([C@@H](C)CO)C(=O)Cc2cc(N(C)C)ccc2O[C@@H]1CN(C)C | -8.5
Cc1noc(C)c1NC(=O)N1C[C@H](O)COC[C@@H]2O[C@@H](CC(=O)NCC3CC3)CC[C@H]21 | -0.4
C[C@@H]1CN([C@H](C)CO)C(=O)c2cc(NC(=O)Nc3ccc4c(c3)OCO4)ccc2O[C@H]1CN(C)C(=O)Nc1ccc(C(F)(F)F)cc1 | -1.4
C[C@H]1CN([C@@H](C)CO)C(=O)c2cccc(NC(=O)c3ccncc3)c2O[C@@H]1CN(C)Cc1ccc(Cl)c(Cl)c1 | -1.3
O=C(C[C@@H]1CC[C@@H]2[C@H](COC[C@@H](O)CN2CC2CCCCC2)O1)NCC1CC1 | -0.2
O=C(C[C@H]1CC[C@H](NC(=O)Nc2ccc(F)cc2)[C@H](CO)O1)NCc1cccc(F)c1 | 0.6
CCCC(=O)Nc1ccc2c(c1)OC[C@H](C)N(C(=O)c1ccccn1)C[C@H](C)[C@H](OC)CN(C)C2=O | -3.0
CC(C)NC(=O)Nc1ccc2c(c1)C(=O)N([C@@H](C)CO)C[C@H](C)[C@H](CN(C)Cc1ccccc1)OCCCC[C@@H](C)O2 | -0.1
CO[C@@H]1CN(C)C(=O)c2ccc(NC(=O)C3CCCCC3)cc2OC[C@@H](C)N(C)C[C@@H]1C | -1.0
C[C@@H]1CCCCO[C@@H](CN(C)S(=O)(=O)c2ccc(Cl)cc2)[C@@H](C)CN([C@H](C)CO)C(=O)c2cc(NC(=O)Nc3ccc(F)cc3)ccc2O1 | 0.3
COc1ccc2c3c(n(C)c2c1)[C@@H](CO)N(C(C)=O)CC31CCN(Cc2cccnc2)CC1 | 1.8
COc1ccc(NC(=O)N(C)C[C@H]2Oc3ccc(NS(=O)(=O)c4c(C)noc4C)cc3CC(=O)N([C@H](C)CO)C[C@@H]2C)cc1 | -2.4
CCCC#Cc1ccc([C@H]2[C@@H](CO)N(C(C)=O)[C@@H]2CNC(=O)C2CCCC2)cc1 | -16
CO[C@H]1CN(C)C(=O)c2ccc(NS(C)(=O)=O)cc2OC[C@@H](C)N(C(=O)NC(C)C)C[C@H]1C | -0.3
C[C@@H]1CCCCO[C@@H](CN(C)S(C)(=O)=O)[C@H](C)CN([C@H](C)CO)C(=O)c2cc(NS(=O)(=O)c3cn(C)cn3)ccc2O1 | 0.2
CO[C@@H](CN(C)S(=O)(=O)c1ccc(Cl)cc1)[C@H](C)CN(Cc1ccccc1Cl)[C@@H](C)CO | -0.3
COc1ccc(NC(=O)N(C)C[C@@H]2OCCCC[C@H](C)Oc3ccc(NS(=O)(=O)c4c(C)noc4C)cc3C(=O)N([C@@H](C)CO)C[C@H]2C)cc1 | 0.9
C[C@@H]1CCCCO[C@@H](CN(C)C(=O)CCC(F)(F)F)[C@@H](C)CN([C@@H](C)CO)C(=O)c2cc(NC(=O)Nc3ccccc3)ccc2O1 | -0.8
C[C@H](CO)N1C[C@H](C)[C@H](CN(C)S(=O)(=O)c2ccc(F)cc2)Oc2c(NC(=O)Nc3ccc(C(F)(F)F)cc3)cccc2C1=O | -0.6
C[C@@H]1CCCCO[C@H](CN(C)CC2CCCCC2)[C@H](C)CN([C@@H](C)CO)C(=O)c2cc(NC(=O)CCCCCC(=O)Nc3ccccc3N)ccc2O1 | 1.0
C[C@H](CO)N1C[C@H](C)[C@@H](CN(C)Cc2cncnc2)Oc2ncc(-c3ccc(C#N)cc3)cc2C1=O | 1.5
Cc1ccccc1CN(C)C[C@H]1OCc2cn(nn2)CCCC(=O)N([C@@H](C)CO)C[C@H]1C | -2.1
CC(C)NC(=O)N[C@@H]1CC[C@@H](CCn2cc(-c3ccc(F)cc3)nn2)O[C@H]1CO | 0.6
Cc1cccc(S(=O)(=O)N[C@@H]2CC[C@@H](CCn3cc(-c4ccccn4)nn3)O[C@H]2CO)c1 | 0.6
SMILES | TcdB inh
COc1ccc(CN(C)C[C@H]2Oc3ccc(NC(=O)Nc4ccccc4)cc3CC(=O)N([C@@H](C)CO)C[C@@H]2C)cc1 | -0.1
COCC(=O)Nc1ccc2c(c1)[C@H]1C[C@H](CC(=O)NCCc3ccccc3)O[C@@H](CO)[C@H]1O2 | 1.6
C/C=C/c1cnc2c(c1)C(=O)N([C@@H](C)CO)C[C@H](C)[C@@H](CN(C)C(=O)Cc1cccnc1)O2 | 0.7
CO[C@@H]1CN(C)C(=O)c2cc(NC(=O)NC(C)C)ccc2OC[C@@H](C)N(Cc2ccccc2)C[C@H]1C | -0.3
C/C=C/c1cnc2c(c1)C(=O)N([C@H](C)CO)C[C@@H](C)[C@@H](CN(C)S(=O)(=O)c1cn(C)cn1)O2 | -0.8
C[C@H]1CN([C@@H](C)CO)C(=O)Cc2cc(NC(=O)Nc3ccc(C(F)(F)F)cc3)ccc2O[C@H]1CN(C)CC1CC1 | 0.0
C[C@@H]1CCCCO[C@@H](CN(C)C(=O)C2CCCCC2)[C@H](C)CN([C@@H](C)CO)C(=O)c2cc(NC(=O)Nc3ccc(C(F)(F)F)cc3)ccc2O1 | 0.5
O=C(NCC(F)(F)F)[C@H]1[C@H](CO)[C@H]2Cn3c(ccc(-c4cccnc4)c3=O)[C@@H]1N2Cc1ccccc1 | -0.3
C[C@H](O)C#Cc1ccc2c(c1)O[C@H](CN(C)CC1CCOCC1)[C@@H](C)CN([C@H](C)CO)S2(=O)=O | -3.2
C[C@H](NC(=O)[C@@H]1[C@@H](CO)[C@@H]2Cn3c(ccc(C4=CCCCC4)c3=O)[C@H]1N2)c1ccccc1 | -0.8
CC(C)NC(=O)N(C)C[C@@H]1Oc2c(NS(=O)(=O)c3ccc(F)cc3)cccc2C(=O)N([C@H](C)CO)C[C@@H]1C | -0.5
CC(C)C#Cc1ccc([C@@H]2[C@@H](C#N)N(C(=O)C3CCC3)[C@H]2CO)cc1 | -0.7
Cc1nc(N2[C@H](CO)[C@H](c3ccccc3)[C@H]2CNCC2CCC2)sc1C | -0.2
COc1ccccc1NC(=O)N1C[C@@H]2[C@H](c3ccccc31)[C@H](CO)N2CC1CCOCC1 | -0.1
CC(C)NC(=O)N(C)C[C@@H]1OCCCC[C@H](C)Oc2ccc(NC(=O)Nc3ccccc3)cc2C(=O)N([C@H](C)CO)C[C@@H]1C | -2.1
CCCC(=O)Nc1ccc2c(c1)OC[C@H](C)N(Cc1ccccn1)C[C@H](C)[C@@H](OC)CN(C)C2=O | 0.2
C/C=C/c1ccc(C2[C@@H]3CN(Cc4cc(OC)cc(OC)c4)C[C@H]2N3)cc1 (some centres undefined) | 0.5
CNC[C@@H]1OCCCC[C@H](C)Oc2ccc(NS(=O)(=O)c3ccc(C)cc3)cc2C(=O)N([C@@H](C)CO)C[C@H]1C | -1.0
Cc1ccc(S(=O)(=O)N[C@@H]2CC[C@H](CCn3cc(C(C)C)nn3)O[C@@H]2CO)cc1 | 0.4
C[C@@H]1CCCCO[C@@H](CN(C)Cc2ccc(Cl)c(Cl)c2)[C@H](C)CN([C@H](C)CO)C(=O)c2cc(NC(=O)CCC(F)(F)F)ccc2O1 | 0.5
COc1ccc(NC(=O)Nc2ccc3c(c2)[C@@H]2C[C@H](CC(=O)N4CCN(C)CC4)O[C@H](CO)[C@@H]2O3)cc1 | 0.8
CC=Cc1ccc2n(c1=O)C[C@@H]1[C@@H](CO)[C@H](C(=O)NCc3ccccc3)N(Cc3cncnc3)[C@H]21 (mixture of isomers) | -0.8
C[C@H](CO)N1C[C@H](C)[C@@H](CN(C)S(=O)(=O)c2cn(C)cn2)Oc2ccc(NC(=O)Nc3ccc(C(F)(F)F)cc3)cc2C1=O | 1.1
Cc1noc(C)c1S(=O)(=O)N(C)C[C@@H]1Oc2ccc(NS(=O)(=O)c3ccc(F)cc3)cc2CC(=O)N([C@H](C)CO)C[C@H]1C | 0.7
COCCNC(=O)C[C@H]1C[C@@H]2c3cc(NC(=O)C4CCOCC4)ccc3O[C@@H]2[C@H](CO)O1 | -0.2
C[C@@H]1CN([C@H](C)CO)C(=O)Cc2cc(NC(=O)Nc3ccc4c(c3)OCO4)ccc2O[C@H]1CN(C)CC1CCCCC1 | -1.0
COc1cccc(NC(=O)N[C@H]2C=C[C@H](CC(=O)N3CCOCC3)O[C@H]2CO)c1 | 0.8
C[C@H](CO)N1C[C@H](C)[C@H](CN(C)C)Oc2cc(C#Cc3ccccn3)ccc2S1(=O)=O | -0.3
O=S(=O)(c1ccccc1)N1CCCCN2[C@H](CO)[C@@H](c3ccc(C#CC4CCCC4)cc3)[C@@H]2C1 | -0.2
CCCNC(=O)N1C[C@@H]2N[C@H](C1)C2c1ccc(-c2ccc(F)cc2)cc1 (some centres undefined) | -0.4&0.7

A section from further up:
SMILES | TcdB inh
C[C@H](CO)N1C[C@H](C)[C@H](CN(C)C)Oc2cc(C#Cc3ccccn3)ccc2S1(=O)=O | -0.3
O=S(=O)(c1ccccc1)N1CCCCN2[C@H](CO)[C@@H](c3ccc(C#CC4CCCC4)cc3)[C@@H]2C1 | -0.2
CCCNC(=O)N1C[C@@H]2N[C@H](C1)C2c1ccc(-c2ccc(F)cc2)cc1 (some centres undefined) | -0.4&0.7
